PRMT1 FP inh: inhibitors of human PRMT1; Q99873; recombinant PRMT1, activity-based probe fluorescence polarization; inhibition, % at 2.79 µM; 370,000 compounds, 1.3% hits; AID 652257;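 active means inhibition above about 21% made by adding two undisclosed values, limit read from the data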
LEDGF integ inh: blocks HIV-1 LEDGF/p75-dependent DNA integration | inhibition, % at 3.7 µM | AID 743269 | 370,000 compounds, 0.64% hits | TR-FRET IN-LEDGF/p75 DNA integration, Eu/Cy5;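 active means inhibition above the screen-wide mean plus 3 SD, cut at about 13% in these data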;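 further: signal is the Cy5 over europium emission ratio at 671 and 618 nm; 0% = plate median of compound wells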
Rev-erbA mod: modulates human Rev-erb alpha binding to DNA; P20393; Rev-erbα–FITC-DNA binding, fluorescence polarization, 90 min; activity, % at 10 µM; 370,000 compounds, 0.79% hits; AID 1259318;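 active means activity above about 14%, limit read from the data; passing the limit was not always enough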;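 further: 0% = DMSO wells with 35 nM protein and 100% = DMSO wells with 750 nM protein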
HTRA1 inhibitor: HTRA1 (human) protease inhibition. recombinant HTRA1, FP-rhodamine activity-based probe, fluorescence polarization. inhibition, % at 5.96 µM. 340,000 compounds, 0.5% hits. AID 504803; in the data active means inhibition above about 36%;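 further: 0% = enzyme with DMSO and 100% = wells lacking enzyme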
PG9 binder: PG9 antibody binding by small molecule. 360,000 compounds, 0.43% hits. AID 624416. inhibition, % at 6.7 µM. TR-FRET gp120-PG9 antibody binding; in the data active means inhibition above about 8.5%
rCAG RNA binder: binds r(CAG) RNA repeats; r(CAG) RNA repeat, TO-PRO-1 dye displacement fluorescence; inhibition, % at 3 µM; 370,000 compounds, 1.3% hits;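 active means inhibition above the plate cutoff, the mean of all test compounds on that plate plus 3 SD, cut at about 35% in these data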;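 further: 0% = DMSO alone and 100% = 100 µM mitoxantrone as full dye displacement; higher means more dye released from RNA so lower well fluorescence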
SIAE primary: blocks human sialic acid acetylesterase; inhibition, % at 9.66 µM; SIAE FP-Rh probe binding, fluorescence polarization; AID 1053197; Q9HAT2; 370,000 compounds, 0.69% hits;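 active means inhibition above a cutoff: mean of compounds within the control limits plus 3 SD of those, cut at about 17% in these data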;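 further: 0% = plate median of compound wells and 100% = probe without SIAE protein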
Target sequence (Q9HAT2 whole entry, looked up): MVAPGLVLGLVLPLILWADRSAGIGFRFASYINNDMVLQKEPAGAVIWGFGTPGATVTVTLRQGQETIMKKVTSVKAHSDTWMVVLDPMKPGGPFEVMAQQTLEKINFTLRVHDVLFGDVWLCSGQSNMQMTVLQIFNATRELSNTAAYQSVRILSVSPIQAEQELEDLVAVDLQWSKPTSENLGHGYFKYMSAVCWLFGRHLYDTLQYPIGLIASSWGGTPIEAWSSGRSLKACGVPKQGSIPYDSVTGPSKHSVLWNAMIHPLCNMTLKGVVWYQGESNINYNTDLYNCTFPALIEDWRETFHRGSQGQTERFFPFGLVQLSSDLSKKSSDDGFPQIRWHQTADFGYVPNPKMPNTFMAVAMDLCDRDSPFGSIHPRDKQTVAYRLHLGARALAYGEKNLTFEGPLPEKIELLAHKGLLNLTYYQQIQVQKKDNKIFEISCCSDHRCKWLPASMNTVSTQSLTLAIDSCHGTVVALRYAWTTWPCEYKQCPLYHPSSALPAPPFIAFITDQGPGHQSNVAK
TDP2 absorb: TDP2 (human) inhibition, absorbance primary screen | recombinant TDP2, T5PNP hydrolysis, p-nitrophenol absorbance 415 nm | AID 720702 | inhibition, % at 12.8 µM | O95551 | 370,000 compounds, 0.34% hits;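 active means inhibition above the mean of all tested compounds plus 3 SD, set per campaign, cut at about 25% in these data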;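 further: 0% = DMSO with enzyme and 100% = buffer with substrate but no TDP2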
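Read-out basis: percent inhibition. System: recombinant human TDP2. Buffer or medium: Mg2+-containing Tris-HCl buffer, pH 7.5. Repeats: single replicate. Timing: reaction 2 h, 37 °C. Benchmarks: high control without enzyme, low control DMSO plus TDP2. Probe or stimulus: 5 mM T5PNP. Doses: 12.8 µM only. Measured by: epi absorbance of p-nitrophenol freed from T5PNP by hydrolysis.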
TCR-CD3 inh: human TCR-CD3 binding inhibition. TAMRA-labeled TCR probe fluorescence, biochemical. AID 651800. inhibition, % at 9.4 µM. 360,000 compounds, 0.37% hits; in the data active means inhibition above about 19%;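 further: recombinant mutant TCR 2C K166C tagged with TAMRA read by polarization; 0% = receptor in buffer alone and 100% = receptor with positive control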
ABHD4 inh: inhibitors of mouse ABHD4; Q8VD66; purified mABHD4, FP-Rh probe fluorescence polarization; inhibition, % at 8.92 µM; 370,000 compounds, 0.54% hits; AID 720543;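 active means inhibition exceeding the mean over every tested compound plus 3 SD, cut at about 30% in these data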;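 further: 0% = plate median of compound wells and 100% = S159A mutant with DMSO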
Target sequence (Q8VD66 whole entry, looked up): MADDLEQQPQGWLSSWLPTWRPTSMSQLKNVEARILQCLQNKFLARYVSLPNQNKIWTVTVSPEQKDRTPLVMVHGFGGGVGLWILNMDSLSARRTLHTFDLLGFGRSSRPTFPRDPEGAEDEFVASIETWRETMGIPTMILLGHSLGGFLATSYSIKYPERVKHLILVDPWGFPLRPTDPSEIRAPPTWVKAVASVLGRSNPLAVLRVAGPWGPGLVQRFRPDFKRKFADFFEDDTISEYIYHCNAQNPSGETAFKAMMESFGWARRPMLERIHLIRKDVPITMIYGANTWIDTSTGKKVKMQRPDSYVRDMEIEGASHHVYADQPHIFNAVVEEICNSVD
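system = mouse ABHD4 enzyme, wild type | medium = HEPES pH 7.0, NaCl, Pluronic buffer | also added = FP-Rh probe | incubation = Enzyme–compound pre-incubation 45 min, then probe 60 min, both 25 °C | technique = fluorescence polarization, excitation 525 nm, emission 598 nm, BODIPY TMR filters | controls = S159A mutant high control, sample median low control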
The depositor's hits bear a star; . = no result given.

SMILES	PRMT1 FP inh	LEDGF integ inh	Rev-erbA mod	HTRA1 inhibitor	PG9 binder	rCAG RNA binder	SIAE primary	TDP2 absorb	TCR-CD3 inh	ABHD4 inh
CC1C(=O)N2CCCc3cc(NC(=O)C(=O)NCc4ccccn4)cc1c32 (configuration not stated)	2	-2	-1	-1	-0.5	-1	1	2	-10	-1
Cc1nc([N+](=O)[O-])cn1-c1nc2ccccn2c1[N+](=O)[O-]	2	-4	-3	1	-1.4	-3	0	4	-2	-1
Cc1sc2nc(SCc3ccc(C(=O)O)cc3)n(Cc3ccco3)c(=O)c2c1C	1	2	-2	-42	1.1	55*	-8	16	4	-1
CCc1ccccc1N1C(=O)C2CC=CCC2C1=O (configuration not stated)	3	2	2	3	0.0	1	-2	0	-6	7
Cn1cnc(S(=O)(=O)Nc2ccc(OC(F)F)cc2)c1	9	-1	2	0	-1.3	-2	3	-6	-1	0
O=C(CSc1ncn[nH]1)Nc1ccc2c(c1)CCC2	-3	1	-3	-3	-2.2	1	-6	-23	2	-7
COc1ccc(CNC(=O)CN(C)S(=O)(=O)c2ccc3c(c2)n(C)c(=O)c(=O)n3C)cc1	-2	0	-2	6	-0.7	-2	2	-7	-1	1
CCn1cc(C(=O)Nc2ccc(F)c(F)c2)cn1	4	3	-1	2	0.4	-1	-3	-9	-2	-6
COc1ccc(OC)c(CN2CCN(C(=O)CN3C(=O)NC4(CCCC4)C3=O)CC2)c1	0	0	-2	-1	-0.1	-6	1	-1	5	5
Cn1c(-c2ccc3ccccc3n2)[n+](C)c2ccccc21	6	-2	-5	4	-0.2	2	-3	-2	-2	-1
Cc1ccc(S(=O)(=O)N[C@H](CNCc2ccccc2)C(C)C)cc1	-3	-1	8	.	-0.5	-1	1	-2	-5	0
CCOC(=O)Nc1ccc2c(c1)N(C(=O)CN(C)C)c1ccccc1CC2	3	-5	1	-2	0.8	0	3	7	1	6
O=C(CSc1ccc(Cl)cc1)N/N=C/c1ccc([N+](=O)[O-])o1	12	-3	8	-4	0.1	15	9	-14	8	6
O=C(NC1CCCC1)c1cc2nc(-c3ccco3)cc(C(F)(F)F)n2n1	3	-8	0	0	-1.1	-5	-6	-8	-8	-1
O=C(O)c1ccc(F)c(S(=O)(=O)Nc2ccccc2)c1	0	-2	-3	-1	1.2	5	-3	2	5	-2
COc1ccc(CC(=O)NCCN2CCCC2)cc1	1	0	-2	6	-1.2	1	-4	-4	-8	-2
Cc1ccc(-c2nc(-c3nccc4ccccc34)oc2-c2ccccc2)cc1	-2	1	1	-9	-0.3	3	-12	-4	3	3
CCOC(=O)c1ccc(CSc2nncn2N)o1	-2	1	-5	-3	-2.6	1	-3	-9	8	4
Brc1ccc(-c2csc(Nc3nc(-c4ccc(Br)cc4)cs3)n2)cc1	3	-4	2	-12	-0.1	5	42*	-8	-7	7
CCOc1cc(NC(=O)c2ccco2)c(OCC)cc1NC(=O)COc1ccccc1	4	0	-3	-6	1.3	1	0	1	0	8
Cc1nc(C(F)(F)F)ccc1C(=O)N1CCC1(C)C(=O)NS(=O)(=O)c1ccc(C(C)(C)C)cc1 (configuration not stated)	1	1	2	.	0.8	34	-6	9	2	8
COc1ccccc1OCCC(=O)OCC(=O)NC(=O)NC(C)(C)C	-1	-2	2	18	1.6	-3	-3	-5	8	-2
CCc1c(C)nc2ncnn2c1N1CCC(C(=O)NCc2cccs2)CC1	2	-2	2	-3	-0.2	-5	10	3	-5	1
COC(=O)/C(=C(O)\C=C\c1ccccc1[N+](=O)[O-])c1nc2ccccc2[nH]1	4	-4	1	-18	0.4	17	-6	-9	-7	4
CC(C)(C)NC(=O)C(c1ccc(F)cc1)N(Cc1cccs1)C(=O)c1ccc(CN2CCOCC2)o1 (configuration not stated)	5	1	2	-15	-2.1	-9	0	-3	-2	0
COC(=O)c1nnn(-c2nonc2N)c1-c1cccs1	0	-4	6	1	-0.6	-3	4	-8	-5	-1
Cc1ccc(N(Cc2cc3cc(C)ccc3[nH]c2=O)C(=O)c2cccs2)cc1	0	-4	48*	4	0.7	-2	1	0	8	9
COC(=O)c1ccc(CSc2nnc(-c3c[nH]c4ccccc34)n2-c2ccccc2)cc1	-1	1	1	-67	-0.8	6	5	-2	-6	-24
CCCCN(C)c1c(C)nc2ccc(C(=O)N(CC)CCN(C)C)cn12	-3	-2	3	.	-2.1	0	3	8	3	4
Cc1cc(C)n(C(C)Sc2ccccc2)n1 (configuration not stated)	2	-2	-2	-3	0.8	-2	-4	8	-8	4
O=C(CNC(=O)C1CCCCC1)OC(C(=O)c1ccccc1)c1ccccc1 (configuration not stated)	-2	0	-2	-11	0.8	-9	-2	-1	10	3
Cc1ccccc1OCC(=O)Nc1ccc(N2CCN(S(C)(=O)=O)CC2)cc1	2	-1	-1	4	1.9	-4	2	0	1	-2
CCc1ccc(NC(=O)NNC(=O)CCc2ccccc2)cc1	-11	-2	4	-5	-3.1	-2	-3	0	-1	2
O=C(O)Cn1c(=O)c2c3c(sc2n(Cc2ccccc2F)c1=O)CCCC3	1	1	-1	-6	-0.2	25	9	9	-3	2
O=C(COC(=O)Cc1ccccc1F)NC(=O)NC1CCCC1	-3	-1	-3	33	0.6	0	13	7	2	0
CO[C@H]1CN(C)C(=O)c2ccc(NS(=O)(=O)c3ccccc3F)cc2OC[C@H](C)NC[C@@H]1C	2	3	-3	.	1.1	1	5	4	-2	2
CC1=C(C(=O)OC2CCCCCCC2)C(c2cccc(O)c2)NC(=O)N1 (configuration not stated)	1	6	1	-28	-1.2	1	10	-7	1	-5
O=C(C1CC(Cl)CN1S(=O)(=O)c1ccc(Cl)cc1)N1CCOCC1 (configuration not stated)	-1	1	1	-3	0.3	4	2	-3	6	6
COCCN(CC(=O)Nc1cccc(C)c1C)C(=O)C1(c2ccc(Cl)cc2)CCC1	-1	-8	3	-9	-0.3	2	2	6	-9	-6
C#CCNC(=O)C[C@@H]1C(=O)N(CC=C)/C2=C/CCCCC[C@]21C(=O)OCC	0	1	2	.	.	4	6	1	.	3
Cc1nn(CCCC(=O)NCCc2ccccc2)c(C)c1[N+](=O)[O-]	-1	7	1	2	1.3	-4	-4	-11	5	2
CC(C)(C)NC(=O)c1cc(-c2ccccc2)n[nH]1	1	3	0	-1	1.5	-3	-8	-5	-5	3
Cc1cc(SCC(=O)N/N=C/c2cccnc2)nc2c(C)cccc12	-4	0	5	-3	0.1	-4	-14	7	6	-2
CC(C#N)Sc1nc2ccccc2c(=O)n1-c1ccccc1 (configuration not stated)	3	2	3	-9	-0.5	-2	-4	-5	-12	-11
COc1ccc(C2CC(c3ccc(OC)cc3O)=NN2C(=O)c2ccccc2)cc1 (configuration not stated)	2	-6	-3	-16	-1.1	2	-1	0	-11	-4
O=C(C1CCC(CNS(=O)(=O)c2cccc3cccnc23)CC1)N1CCCC1 (configuration not stated)	5	-5	-6	3	1.0	-3	-1	-5	-1	3
O=C(COc1ccccc1)N1CCN=C1c1ccccc1	0	-2	-1	-6	0.6	-4	0	-2	3	-3
O=C(Cc1cc(=O)[nH][nH]1)N/N=C/c1c(F)cccc1Cl	2	-1	4	5	-2.9	11	1	5	3	14
CC(C)c1ccc(C(=O)N2CCCCC2c2cc(C(=O)Nc3ccncc3)no2)cc1 (configuration not stated)	-1	-2	-7	.	1.1	4	-7	2	-9	-7
CCOc1ccc(S(=O)(=O)Nc2ccc(C(=O)N(CC)CC(=O)NCc3cccs3)cc2)cc1	2	-2	8	2	-0.9	4	-3	-3	0	2
COc1cccc(/C=C/C(=O)NCc2ccc(S(N)(=O)=O)cc2)c1	0	-1	-4	-6	0.6	5	-2	9	-4	1
O=C(CSc1nnc2scc(-c3ccccc3)n12)N1CCN(Cc2ccccc2)CC1	-1	1	-1	-5	-0.1	-4	3	-6	-4	-2
O=S(CCc1ccncc1)Cc1ccccc1 (configuration not stated)	1	1	-3	1	-1.4	-1	1	12	0	10
COc1ccccc1N1CCN(C(CNS(=O)(=O)c2ccc(C)cc2)c2cccnc2)CC1 (configuration not stated)	0	1	2	5	0.8	1	-3	3	-3	3
Cn1c(=O)c2c(ncn2CC(=O)N2CCN(S(=O)(=O)c3ccccc3)CC2)n(C)c1=O	3	-4	3	3	-1.3	-4	-4	2	-1	3
CCCCSc1ncnc2c1ncn2C1CCCCO1 (configuration not stated)	6	4	-2	1	0.2	0	-1	1	-2	-7
Cc1ccc(CNC(=O)/C=C/C(=O)O)cc1	3	-5	0	9	2.0	-2	0	1	2	6
O=C(NC1CC1)[C@@H]1CSC2c3ccccc3C(=O)N21 (some centres not stated)	3	0	-1	-5	1.0	0	-1	-4	-5	-3
CCn1c(=O)c2c(n3cnnc13)-c1ccccc1CC21CCCCC1	-2	0	-4	2	-0.6	1	5	-1	0	-4
Cc1cc(=O)[nH]c(N/N=C/c2ccccc2C(F)(F)F)n1	-2	0	-3	-5	-1.7	-1	-4	-10	5	2

Taken from the results shown, 2 compounds:
SMILES	PRMT1 FP inh	LEDGF integ inh	Rev-erbA mod	HTRA1 inhibitor	PG9 binder	rCAG RNA binder	SIAE primary	TDP2 absorb	TCR-CD3 inh	ABHD4 inh
CCOc1ccc(S(=O)(=O)Nc2ccc(C(=O)N(CC)CC(=O)NCc3cccs3)cc2)cc1	2	-2	8	2	-0.9	4	-3	-3	0	2
COc1cccc(/C=C/C(=O)NCc2ccc(S(N)(=O)=O)cc2)c1	0	-1	-4	-6	0.6	5	-2	9	-4	1

The list goes on.
SMILES	PRMT1 FP inh	LEDGF integ inh	Rev-erbA mod	HTRA1 inhibitor	PG9 binder	rCAG RNA binder	SIAE primary	TDP2 absorb	TCR-CD3 inh	ABHD4 inh
COc1cc(C(=O)Nc2ccc3c(c2)Cc2cc(NC(=O)c4cc(OC)c(OC)c(OC)c4)ccc2-3)cc(OC)c1OC	1	1	7	-2	0.8	4	-3	-2	-6	1
Nc1cc(C(=O)O)c(Oc2ccc(Cl)cc2Cl)cc1C(=O)O	7	0	-1	4	-1.4	0	8	6	8	5
COc1cc(/C=N/n2nnnc2N)ccc1OCc1c(C)no[n+]1[O-]	0	1	0	-4	1.4	3	-10	0	-2	1
O=C/C(=C\Nc1ccc(Br)cc1)c1nc2ccccc2o1	-3	3	2	-1	-0.8	1	1	1	-4	0
CCn1ncc(C(=O)Nc2ccccc2C)c1C	2	0	-3	5	0.6	-2	6	19	-4	4
COc1ccccc1C(=O)Nc1cccc(-c2cn3ccsc3n2)c1	1	9	-3	.	-1.2	12	-9	-11	6	-21
c1ccc(C[C@H]2CN=C(Nc3ccccc3)N2CC2CCCC2)cc1	8	1	1	.	-1.2	6	-4	-15	-5	-11
CCOc1ccc(-c2nnc3ccc(SCC(=O)Nc4nc5ccccc5s4)nn23)cc1	2	-2	14	-51	-2.4	15	8	-5	5	-7

Copied from the list.
SIAE primary, `c1ccc(C[C@H]2CN=C(Nc3ccccc3)N2CC2CCCC2)cc1` is entered as -4
rCAG RNA binder, `CCn1ncc(C(=O)Nc2ccccc2C)c1C` is entered as -2
rCAG RNA binder, `COc1cc(C(=O)Nc2ccc3c(c2)Cc2cc(NC(=O)c4cc(OC)c(OC)c(OC)c4)ccc2-3)cc(OC)c1OC` is entered as 4

High-throughput results: PubChem, several laboratories

A portion of the library; the hit share may differ from the screen's.
